# Screening results as filed in PubChem BioAssay.
# MrgX1 antagonist = antagonists of human MrgX1 receptor, primary screen, HEK293 cells, Fluo-4 calcium flux. BAM8-22 antagonism; stronger effect = lower value. 310,000 compounds, 1.3% hits. B-score at 10 µM. Mas-related G-protein coupled receptor member X1 (Homo sapiens), Q96LB2;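 active = calcium-response B-score plate-corrected more than 3 library SD below zero, starting fluorescence within 5 deviations, no agonist response on first addition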;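 note: peak minus trough fluorescence over baseline after final BAM8-22 challenge near maximal dose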
# TRPC4 block = inhibitors of mouse TRPC4 channel, primary screen, Fluo4 calcium, HEK293 TRPC4beta/mu-opioid cells | Short transient receptor potential channel 4 (Mus musculus), Q9QUQ5 | DAMGO-evoked Fluo4 calcium flux; stronger effect = lower value | B-score at 10 µM | 300,000 compounds, 0.39% hits | AID 2247, 2010;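 active = B-score over 3 SD under the library average, no early fluorescence shift, positive overall ratio signal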
# Target sequence (Q9QUQ5 whole entry, looked up): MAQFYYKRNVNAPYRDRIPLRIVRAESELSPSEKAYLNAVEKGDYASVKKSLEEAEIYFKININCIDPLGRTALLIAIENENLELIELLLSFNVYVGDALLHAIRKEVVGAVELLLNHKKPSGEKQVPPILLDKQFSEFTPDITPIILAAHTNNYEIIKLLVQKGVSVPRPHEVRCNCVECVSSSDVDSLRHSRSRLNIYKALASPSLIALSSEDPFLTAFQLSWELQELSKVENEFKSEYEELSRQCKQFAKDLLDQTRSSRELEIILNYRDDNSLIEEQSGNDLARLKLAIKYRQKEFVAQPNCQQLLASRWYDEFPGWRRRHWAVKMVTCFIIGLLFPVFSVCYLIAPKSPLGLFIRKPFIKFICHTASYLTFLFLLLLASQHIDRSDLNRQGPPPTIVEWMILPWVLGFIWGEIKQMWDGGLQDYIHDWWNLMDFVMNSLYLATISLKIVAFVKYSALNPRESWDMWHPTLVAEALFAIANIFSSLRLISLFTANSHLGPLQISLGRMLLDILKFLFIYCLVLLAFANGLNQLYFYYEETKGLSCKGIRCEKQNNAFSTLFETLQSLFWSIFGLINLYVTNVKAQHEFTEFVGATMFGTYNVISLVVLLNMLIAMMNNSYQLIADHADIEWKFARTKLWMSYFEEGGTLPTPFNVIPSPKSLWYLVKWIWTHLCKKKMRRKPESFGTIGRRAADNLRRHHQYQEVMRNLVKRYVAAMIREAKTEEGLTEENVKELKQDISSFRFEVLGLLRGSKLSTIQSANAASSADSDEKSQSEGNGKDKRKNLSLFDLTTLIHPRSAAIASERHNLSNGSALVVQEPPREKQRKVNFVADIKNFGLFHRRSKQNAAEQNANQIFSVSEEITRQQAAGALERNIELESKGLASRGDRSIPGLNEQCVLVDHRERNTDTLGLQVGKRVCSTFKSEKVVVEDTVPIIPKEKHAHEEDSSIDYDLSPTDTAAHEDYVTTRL
#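 Signal: kinetic Fluo4 fluorescence imaging of calcium influx. Material: stable TRPC4beta/mu-opioid receptor HEK293 cells. Probe or stimulus: DAMGO in two steps, submaximal then maximal.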
# SKKanGAS inh = S. pyogenes SKKanGAS growth inhibitors in kanamycin, primary screen, streptokinase expression inhibitor project, SKKanGAS strain, BacTiter-Glo luminescence. 6 h. inhibition, % at 7.5 µM. 300,000 compounds, 1.3% hits. AID 1662, 2009;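 active = mean replicate score, as percent of positive control median, at least 50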;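 note: strain carries kanamycin resistance gene driven by streptokinase promoter and grows in 40 µg/ml kanamycin; loss of luminescence reflects streptokinase promoter inhibition or plain growth inhibition; 0% = median of DMSO wells and 100% = positive control at its reference dose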
# TRPC6 inhibitor = mouse TRPC6 channel inhibitors, primary screen, cell-based, HEK293, membrane potential dye. Short transient receptor potential channel 6 (Mus musculus), Q61143. ACh-evoked depolarization; stronger effect = lower value. B-score at 10 µM. 310,000 compounds, 1.1% hits. AID 2553, 2010;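 active = B-score under library mean minus 3 SD, initial fluorescence not abnormally high, positive integrated signal ratio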;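 note: B-score derived from integrated fluorescence ratio over the kinetic read; more negative B-score means stronger inhibition of depolarization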
# TRPC4 agonist = activators of mouse TRPC4 channel, primary screen, Fluo4 calcium, HEK293 TRPC4beta/mu-opioid cells; B-score at 10 µM; Fluo4 calcium fluorescence; stronger effect = higher value; 310,000 compounds, 0.49% hits;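 active = B-score above 5 SD of library B-scores, and initial fluorescence ratio not above library mean plus 5 SD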;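 note: positive B-score marks a calcium rise read as TRPC4 activation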
#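 Assay system: HEK293 stable line with TRPC4beta plus mu-opioid receptor; schedule: 45 min room-temperature Fluo4 loading, 110 s read; technique: kinetic Fluo4 calcium fluorescence; evaluation: integrated baseline-normalised fluorescence ratio, converted to per-well B score; controls: buffer (low) and maximal DAMGO (high)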
# TRPC6 act = mouse TRPC6 channel activators, primary screen, cell-based, HEK293, membrane potential dye; AID 2550, 2010; HEK293-TRPC6 membrane potential dye fluorescence; stronger effect = higher value; Short transient receptor potential channel 6 (Mus musculus), Q61143; B-score at 10 µM; 310,000 compounds, 0.13% hits;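 active = B-score of the integrated fluorescence ratio above library mean plus 3 SD, and starting fluorescence ratio within library mean plus 5 SD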;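 note: higher score means more depolarization so channel activation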
# ANO1 block = TMEM16A chloride channel inhibitors, primary screen, cell-based, HTS; Anoctamin-1 (Mus musculus), Q8BHY3; HEK293 TMEM16A/YFP iodide influx fluorescence, ionomycin; normalized B-score (activity score, 25-100; higher = stronger inhibition) at 10 µM; 310,000 compounds, 1.2% hits;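 active = ratio plate-corrected score three or more library SD toward inhibition, starting fluorescence score within five deviations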;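 note: score derived from kinetic fluorescence span divided by baseline fluorescence per well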
# TRPC4 potent = positive allosteric modulators of TRPC4, primary screen, cell-based, mouse TRPC4beta, HEK293 mu-opioid, Fluo-4 calcium; B-score at 10 µM; DAMGO EC20, Fluo-4 Ca2+ flux; stronger effect = higher value; AID 2227, 2009; 310,000 compounds, 0.42% hits; Short transient receptor potential channel 4 (Mus musculus), Q9QUQ5;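 active = B-score of calcium response area above 5 SD of library B-scores, with initial fluorescence ratio within 5 SD of library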;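 note: B-score of integrated fluorescence ratio over time as area under calcium response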
# MrgX1 agonist = agonists of human MrgX1 receptor, primary screen, HEK293 cells, Fluo-4 calcium flux | B-score at 10 µM | Mas-related G-protein coupled receptor member X1 (Homo sapiens), Q96LB2 | 310,000 compounds, 0.44% hits | Fluo-4 calcium fluorescence, agonist mode; stronger effect = higher value | AID 588627, 2011;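 active = calcium response B-score plate-corrected fluorescence ratio at least 3 library SD, with starting fluorescence B-score inside 5 SD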
#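 times = overnight plating, then 30 min 37 °C plus 30 min room-temperature dye loading | assay system = stable human MrgX1 HEK293 cell line | input = fifteen thousand cells per well | signal = kinetic calcium dye fluorescence, Fluo-4 NW | dosing = compound delivered in addition one of three | read-out = B-scored fluorescence response ratio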
# MrgX1 allo act = positive allosteric modulators of MrgX1, primary screen, HEK293 cells, Fluo-4 calcium flux; Mas-related G-protein coupled receptor member X1 (Homo sapiens), Q96LB2; FDSS; stronger effect = higher value; B-score at 10 µM; 310,000 compounds, 0.63% hits; AID 588675, 2011;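 active = plate-corrected calcium response at least 3 library SD above typical, normal starting fluorescence, not activating the receptor alone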;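 note: compound read alongside a low EC10 to EC30 dose of BAM8-22 agonist; peak minus trough fluorescence over baseline measured at the second addition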
# ANO1 activ = TMEM16A chloride channel activators or potentiators, primary screen, cell-based, HTS. 340,000 compounds, 0.3% hits. Anoctamin-1 (Mus musculus), Q8BHY3. HEK293 TMEM16A/YFP-H148Q/I152L, iodide quench fluorescence; stronger effect = lower value. B-score at 10 µM. AID 623877, 2012;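 active = fluorescence-ratio B-score plate-corrected deviation score at least 3 library SD below zero, with starting fluorescence score within 5 deviations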;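 note: channel opened by trigger with iodide after compound preincubation; score built on the fluorescence ratio of max minus min over baseline; more negative score means more quench and so TMEM16A activation or potentiation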
# * hit, by the source's call; i = inactive; x = not tested or not shown.
SMILES,MrgX1 antagonist,TRPC4 block,SKKanGAS inh,TRPC6 inhibitor,TRPC4 agonist,TRPC6 act,ANO1 block,TRPC4 potent,MrgX1 agonist,MrgX1 allo act,ANO1 activ
O=C(OCC(=O)N1CCOCC1)c1c(Cl)ccc(Cl)c1Cl,i,i,-2,i,i,i,i,i,i,i,i
O=C(CSc1nnnn1Cc1ccccc1)Nc1ccc2c(c1)OCCO2,i,i,2,i,i,i,i,i,i,i,i
CN(c1ccccc1)S(=O)(=O)c1cc(C(=O)Nc2nc3ccccc3[nH]2)ccc1Cl,i,i,58*,i,i,i,i,i,i,i,i
CC(=O)N1NC(=Nc2ccccc2)SC1(C)C,i,i,6,i,i,i,i,i,i,i,i
O=C(OCC(=O)N1CCN(c2ccccc2)CC1)c1ccccc1NCCO,i,i,6,i,i,i,i,i,i,i,i
Cc1cccn2c(=O)c(/C=C3\SC(=S)NC3=O)c(NCCCN3CCOCC3)nc12,i,i,28,i,i,i,i,i,i,i,i
COc1ccc(NC(=O)CSc2nc3[nH]ncc3c(=O)n2-c2ccccc2OC)cc1OC,i,i,-5,i,i,i,i,i,i,i,i
CC(C)/C=C1\CCCCC1N(C)C(=O)NC(C)C (stereo unspecified),i,i,2,i,i,i,i,i,i,i,i
CC1CCCCN1CCCNc1ccc(C(CC(N)=O)NC(=O)Cc2ccc(Cl)cc2)cc1[N+](=O)[O-] (stereo unspecified),i,i,-4,i,i,i,i,i,i,i,i
COc1cc(CNCCN(C)C)ccc1OCc1c(F)cccc1Cl,i,i,1,i,i,12*,i,i,i,i,i
NC(=O)c1ccc(Oc2ccc3c(c2)CCC3)c([N+](=O)[O-])c1,i,i,3,i,i,i,i,24*,i,i,i
CCOC(=O)c1c(NC(=O)CN2C(=O)NC3(CCCCC3C)C2=O)sc(C)c1C (stereo unspecified),i,i,1,i,i,i,i,i,i,i,i
CCCC(=O)NC(c1ccco1)c1cc([N+](=O)[O-])c2cccnc2c1O (stereo unspecified),i,i,54*,i,i,i,i,i,i,i,i
Cn1c2ccccc2c2nnc(SCC(=O)Nc3ccccc3F)nc21,i,i,-2,i,i,i,i,i,i,i,i
Cc1ccc(S(=O)(=O)NC(=O)Nc2cccc([N+](=O)[O-])c2)cc1,i,i,2,i,i,i,i,i,i,i,i
CSc1ccccc1NC(=O)c1ccc(Cl)s1,i,i,0,i,i,i,i,i,i,i,i
COc1cccc(N(C(=O)c2snc(C(N)=O)c2N)C(C(=O)NCC2CCCO2)c2ccc3ncccc3c2)c1 (stereo unspecified),i,-6*,0,i,i,i,i,i,i,i,i
CC(Sc1nnnn1-c1ccc(Cl)cc1)C(=O)NCC(=O)Nc1ccc(F)c(F)c1F (stereo unspecified),i,i,-5,i,i,i,i,i,i,i,i
COc1ccc(-c2csc(NC(=O)CCCc3nc4ccccc4c(=O)[nH]3)n2)cc1OC,i,i,0,-5.2*,i,i,i,i,i,11*,i
CC(NC(=S)NCCN1CCOCC1)C12CC3CC(CC(C3)C1)C2 (stereo unspecified),i,i,-7,i,i,i,i,i,i,i,i
COC(=O)c1noc(C)c1-c1ccnn1C(=O)c1ccc(C)cc1,i,i,-10,i,i,i,i,i,i,i,i
C#CCOCCOCCOCCNc1nc(N2CCN(C(=O)CCCCCCCCCCNC(=O)[C@H](CCCCN)n3cc(C[C@@H](C)CC)nn3)CC2)nc(N2CCN(C(=O)CCCCCCCCCCNC(=O)[C@H](CCCN=C(N)N)n3cc(C[C@@H](C)CC)nn3)CC2)n1,i,x,x,x,x,x,100*,x,35*,i,-23*
CC(=O)Nc1ccc(C(=O)CS(=O)(=O)c2ccc(C)cc2)cc1,i,i,5,i,i,i,i,i,i,i,i
CCCN1CCN(CCCNC(=O)Cn2nc(-c3ccccc3)ccc2=O)CC1,i,i,0,i,i,i,i,i,i,i,i
CCOc1cc(C2C(C#N)=C(N)OC(C)=C2C(C)=O)cc(Br)c1O (stereo unspecified),i,i,14,i,i,i,i,i,i,i,i
# (list continues)
SMILES,MrgX1 antagonist,TRPC4 block,SKKanGAS inh,TRPC6 inhibitor,TRPC4 agonist,TRPC6 act,ANO1 block,TRPC4 potent,MrgX1 agonist,MrgX1 allo act,ANO1 activ
CSc1cccc(CN2CCCC(C(=O)Nc3cccc(-n4cccn4)c3)C2)c1 (stereo unspecified),i,i,-11,i,i,i,i,i,i,i,i
O=C1OC(C(=O)Nc2nccs2)Cc2ccccc21 (stereo unspecified),i,i,2,i,i,i,i,i,i,i,i
CCOc1ccc(-n2c(SCc3ccc([N+](=O)[O-])cc3)nnc2-c2ccccc2)cc1,i,i,-1,i,i,i,i,i,i,i,i
Cc1ccc(Cn2nnc3c(=O)n(CC(=O)NCC4CCCO4)cnc32)cc1 (stereo unspecified),i,i,-9,i,i,i,i,i,i,i,i
CCCCn1c(N)c(N(CCOC)C(=O)c2cc(-c3ccccc3)nc3ccccc23)c(=O)[nH]c1=O,i,i,31,i,i,i,i,i,i,i,i
O=C(c1ccc(N2CCCC2)c([N+](=O)[O-])c1)N1CCN(CCO)CC1,i,i,-1,i,i,i,i,i,i,i,i
Cc1nn(Cc2ccccc2)c(Cl)c1C(=O)OCc1nnc(-c2ccc(Cl)cc2)o1,i,i,10,i,i,i,i,i,i,i,i
COc1ccc(C(=O)N/N=C/c2cccc3cccnc23)cc1,i,i,3,i,i,i,i,i,i,i,i
COc1ccc(NC(=O)Cn2nnc(C(=O)NCc3ccccc3)c2N)cc1Cl,i,i,7,i,i,i,i,i,i,i,i
NS(=O)(=O)c1ccc(CCNC(=O)c2ccccc2-c2ccccc2)cc1,i,i,-3,i,i,i,i,i,i,i,i
COc1cccc(C(=O)NC(C)c2ccc(Br)cc2)c1 (stereo unspecified),i,i,-9,i,i,i,i,i,i,i,i
CCOc1cnc(-c2c(-c3ccccc3Cl)noc2C)o1,i,i,-3,i,i,i,i,i,i,i,i
COC(=O)c1ccc(NC(=O)c2ccc(NS(=O)(=O)c3cccc4cccnc34)cc2)cc1,i,i,16,i,i,i,i,i,i,i,i
COc1ccc(N2CC(NS(=O)(=O)c3cccs3)CC2=O)cc1OC (stereo unspecified),i,i,-4,i,i,i,i,i,i,i,i
CCCc1cc(C(=O)NC2CCCN(Cc3ccccc3F)C2)no1 (stereo unspecified),i,i,-5,i,i,i,i,i,i,i,i
CCOc1ccc(-n2nc(C(=O)NC3CCCCC3)c3ccccc3c2=O)cc1,i,i,-14,i,i,i,i,i,i,i,i
Cc1ccccc1CCNC(=O)C1CCCN(c2cnccn2)C1 (stereo unspecified),i,i,-7,i,i,i,i,i,i,i,i
O/N=C(\c1ccccn1)C1CC1c1ccccc1 (stereo unspecified),i,i,9,i,i,i,i,i,i,i,i
O=S(=O)(c1cccc2cnccc12)N1CCNCC1,i,x,x,x,x,x,i,x,i,i,-12*
O=C(NC1CCCC1)C(c1cccs1)N(Cc1ccco1)C(=O)c1csnn1 (stereo unspecified),i,i,-5,i,i,i,i,i,i,i,i
O=C(Cc1ccccc1)NN1C(=O)c2ccccc2C1=O,i,i,-1,i,i,i,i,i,i,i,i
COCCN(CCOC)C(=O)CN1C(=O)NC2(CCCc3sccc32)C1=O (stereo unspecified),i,i,-4,i,i,i,i,i,i,i,i
Cc1[nH]n(-c2ccccc2)c(=O)c1C=Nc1ccc(S(=O)(=O)NC(N)=O)cc1,i,i,-9,i,i,i,i,i,i,i,i
CC1(C)S[C@@H]2[C@H](NC(=O)[C@H](N)c3ccc(O)cc3)C(=O)N2[C@H]1C(=O)O,i,i,20,i,i,i,i,i,i,i,i
O=C1C2C3C=CC(C3)C2C(=O)N1c1cccnc1 (stereo unspecified),i,i,1,i,i,i,i,i,i,i,i
# Carrying on.
SMILES,MrgX1 antagonist,TRPC4 block,SKKanGAS inh,TRPC6 inhibitor,TRPC4 agonist,TRPC6 act,ANO1 block,TRPC4 potent,MrgX1 agonist,MrgX1 allo act,ANO1 activ
Cc1ccc(NC(=O)c2nnn(-c3cccc(C(F)(F)F)c3)c2N)cc1,i,i,11,i,i,i,i,i,i,i,i
C#CCOCCOCCOCCNc1nc(N2CCN(C(=O)[C@H](Cc3ccc(O)cc3)n3cc([C@@H](N)CC(C)C)nn3)CC2)nc(N2CCN(C(=O)[C@H](Cc3cc4ccccc4[nH]3)n3cc([C@@H](N)CC(C)C)nn3)CC2)n1,i,i,-7,i,i,i,i,i,i,i,x
Cc1nn(C(C)c2n[nH]c(=S)n2-c2cccc(Cl)c2)c(C)c1[N+](=O)[O-] (stereo unspecified),i,i,-1,i,i,i,i,i,i,i,i
O=S(=O)(NCCc1csc(-c2cccnc2)n1)c1cccc(F)c1,i,i,-2,i,i,i,i,i,i,i,i
O=C(O)CCn1cc(C(=O)O)c(-c2ccccc2)n1,i,i,-16,i,i,i,i,i,i,i,i
COc1ccc(/C=C/C(=O)c2nc3ccccc3n2CC(=O)c2ccc(OC)cc2)cc1,i,i,5,i,i,i,i,i,i,i,i
CCC(C)(C)NC(=O)CN(C(=O)c1snc(C(N)=O)c1N)c1ccc2nc(C)sc2c1,i,i,4,i,i,i,i,i,i,i,i
CC(=O)Nc1ccc(S(=O)(=O)Nc2nc3ccc([N+](=O)[O-])cc3s2)cc1,i,i,11,i,i,i,i,i,i,i,i

# Outcome played no part in choosing rows. Share with any hit: about 6.7%.
